Assay outcomes deposited in PubChem by several laboratories.
T cell HTS – modulates CD8 T cell binding to vesicles; 2C CD8+ T cell-vesicle binding, flow cytometry; hits give low values; calls only at 7 µM; 330,000 tested, 0.068% active; AID 2052;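 active = response, share of CD8 T cells binding vesicles, and their 90th percentile fluorescence all below set limits, cut at about 80% in these data, passing the limit was not always enough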
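Assay system – 2C mouse CD8+ T cells · Also added – QL9-loaded Drosophila micro-vesicles · Timing – Cell–vesicle co-incubation 1.5 h at 37 °C, staining 20 min on ice · Signal – flow cytometry of vesicle-bound cells · Measure – percent CD8+ FL2 mean versus row control · Controls – Peptide-free naked vesicles (low) and QL9 vesicles with 0.7% DMSO vehicle (high)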
KOR beta-arrestin-1 – kappa opioid receptor activators – cell-based, luminescence, uHTS, primary screen (AID 1777). KOR beta-arrestin recruitment, luminescence; higher % means a stronger effect. 280,000 tested, 0.02% active. activation, % at 10 µM; hits with a dose series show EC50 in µM; in the data active = activation above about 50%, passing the limit was not always enough; also: a part of the inactive calls stands beside numbers as strong as those of hits
Myeloid diff MLP – promotes myeloid progenitor differentiation | 360,000 tested, 1% active | ER-HoxA9 myeloid progenitors, lysozyme-GFP differentiation, flow cytometry | calls only at 10 µM;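 active = normalized GFP-positive differentiation at or above the plate's own cutoff, the solvent-only control mean plus 3 SD; inconclusive = no clear call, values can overlap the other calls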;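 also: cells exposed to compound for four days before flow analysis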
GPR55 beta-arrestin – GPR55 agonists via beta-arrestin recruitment, primary screen, imaging, U2OS cells, beta-arrestin-GFP redistribution (AID 1961) | 290,000 tested, 0.048% active | one-dose activation, % at 10 µM; EC50 in µM for titrated hits | U2OS GPR55 beta-arrestin-GFP redistribution imaging; higher % means a stronger effect;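 active = activation above 40% with more than 50 cells counted in the well; inconclusive = wells holding fewer than 50 cells, flagged as toxic or sparse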;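 also: U2OS osteosarcoma cells stably expressing GPR55 and beta-arrestin-GFP; plate controls were DMSO negative control for no effect and LPI positive control for full effect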
NOD1 inhibition – NOD1 signaling inhibitors, primary screen, cell-based, luminescence, uHTS (AID 1578) | NOD1-driven NF-kB luciferase reporter cells, luminescence; higher % means a stronger effect | inhibition, % at 4 µM; hits with a dose series show EC50 in µM | 290,000 tested, 1% active; in the data active = inhibition mostly above about 36%, no sharp cut-off; inactive = mostly below about 34%;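 also: HEK-293T reporter cells stimulated with the NOD1 agonist gamma-tri-DAP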
KOR beta-arrestin-2 – KOR antagonists, beta-arrestin recruitment, cell-based, luminescence, uHTS (AID 1778); one-dose inhibition, % at 10 µM; IC50 in µM for titrated hits; 290,000 tested, 0.091% active; KOR beta-arrestin recruitment, luminescence, antagonist mode; higher % means a stronger effect; also: strong numbers were not always called active
GPR55 antagonists – inhibition of LPI-stimulated GPR55 beta-arrestin translocation – imaging, U2OS, beta-arrestin-GFP, LPI agonist, primary screen (AID 2013). inhibition, % at 10 µM, or IC50 in µM where a hit was titrated. 290,000 tested, 0.13% active. U2OS GPR55 beta-arrestin-GFP translocation imaging, LPI antagonism; higher % means a stronger effect;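 active = spots per cell inhibited over 60%, with over 100 cells counted and total cytoplasm intensity under 500,000; inconclusive = wells with under 100 cells, flagged as likely toxic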;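 also: U2OS cells stably carrying GPR55 and arrestin-GFP stimulated by 5 µM LPI near EC80; imaged beta-arrestin-GFP aggregate spots per cell after agonist stimulation; plate controls were LPI-stimulated DMSO wells for no effect and DMSO wells without LPI for full effect; some results filed as inactive read as strong as hits; confirmed hits need IC50 under 10 µM and bright autofluorescent wells are also inconclusive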
HEK293 NOD2/NF-kB – NOD2 signaling inhibitors, cell-based, luminescence, uHTS, HEK293 (AID 1566). HEK293 NOD2/NF-kB luciferase reporter, luminescence; higher % means a stronger effect. inhibition, % at 4 µM, or EC50 in µM where a hit was titrated. 290,000 tested, 0.63% active; also: many of its hits are not listed in these tables
NTR1 agonist – NTR1-driven beta-arrestin-GFP spot formation – imaging, U2OS cells, high content, primary screen (AID 493036); 330,000 tested, 0.17% active; agonist mode; P30989; activation, % at 20 µM;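 active = activation at or above 40% of the spot to cytoplasm intensity ratio, with at least 20 cells analyzed; inconclusive = wells under 20 cells, flagged as cytotoxic or low count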;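 also: 0% = DMSO without peptide and 100% = 100 nM NTR1 peptide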
Target sequence (P30989 whole entry, looked up): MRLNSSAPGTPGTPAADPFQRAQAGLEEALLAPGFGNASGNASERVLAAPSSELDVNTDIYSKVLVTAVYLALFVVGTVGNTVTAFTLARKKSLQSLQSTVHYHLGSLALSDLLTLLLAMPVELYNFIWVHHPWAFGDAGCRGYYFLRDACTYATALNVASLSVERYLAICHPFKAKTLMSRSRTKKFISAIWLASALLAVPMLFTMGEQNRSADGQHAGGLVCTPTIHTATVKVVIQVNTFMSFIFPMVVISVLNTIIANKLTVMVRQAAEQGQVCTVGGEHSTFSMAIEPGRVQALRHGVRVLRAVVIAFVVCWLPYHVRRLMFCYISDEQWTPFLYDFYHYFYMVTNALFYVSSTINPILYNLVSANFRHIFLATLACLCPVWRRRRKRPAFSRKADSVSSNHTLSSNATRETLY
T cell HTS vesicle-bound % – further read-out of T cell HTS, marked with its call; double positive events, %; measured here: CD8+ vesicle-bound cell fraction;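 binding gate set so that unloaded-vesicle control wells show 10% double positive cells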
NTR1 agonist cell count 20 µM – also measured in NTR1 agonist; calls as there; cell count; measured here: cell count, cytotoxicity flag
Myeloid diff MLP GFP+ MAC1+ % – recorded beside Myeloid diff MLP, whose call it bears; GFP+ MAC1+ double positive, %; measured here: differentiation confirmed by MAC1 staining
* hit, by the source's call; i = inactive; ? = inconclusive; nt = not tested or not shown; [ ] = remark or other dose. Rule as the data show it, unless noted: active = inhibition above about 50%; inactive = the rest.

SMILES | T cell HTS | T cell HTS vesicle-bound % | KOR beta-arrestin-1 | Myeloid diff MLP | Myeloid diff MLP GFP+ MAC1+ % | GPR55 beta-arrestin | NOD1 inhibition | KOR beta-arrestin-2 | GPR55 antagonists | HEK293 NOD2/NF-kB | NTR1 agonist | NTR1 agonist cell count 20 µM
Cc1cc(C(=O)NC(C)C2CCCO2)c(C)o1 (stereo unspecified) | i | 57.1 | -5.9% | i | 0.7 | 0.5% | -16.3% | -12.0% | -10.4% | -5.1% | -0.9 | 61
COc1ccc(OC)c(/C=C2\S/C(=N/NC(=O)c3ccc4ccccc4c3)NC2=O)c1 | i | 52.7 | -6.6% | i | 0.3 | -0.3% | nt | 17.7% | 0.4% | nt | nt | nt
COc1ccc(NC(=O)CN2CCN(c3ccccc3Cl)CC2)cc1 | i | 37.3 | -5.1% | i | 1.6 | -0.5% | -14.1% | -11.1% | -7.3% | 2.6% | -3.4 | 97
CC(=O)Cc1nsc(NC(=O)C2Cc3ccccc3C(=O)O2)n1 (stereo unspecified) | i | 45.5 | 0.3% | i | 2.9 | -0.1% | 2.5% | -17.2% | 7.6% | 10.5% | 0.4 | 90
COc1cccc(C(=O)NC2CCCc3ccccc32)c1OC (stereo unspecified) | i | 47.3 | 0.4% | i | 0.3 | 0.1% | 11.2% | -32.6% | 1.5% | 4.0% | -0.2 | 56
Cc1ccc(C)c(NC(=O)CN(C)C(=O)CSC(C)C(=O)Nc2cc(C)on2)c1 (stereo unspecified) | i | 26.7 | 2.9% | i | 1.2 | 0.0% | -0.8% | -28.9% | -3.2% | 8.3% | -0.8 | 58
C/C(=N\NC(=O)COc1ccc(C)cc1C(C)C)c1cc2ccccc2o1 | i | 62.8 | 4.3% | i | 0.3 | ? | -10.9% | 18.6% | -13.4% | 7.4% | 10.5 | 77
CCNC(=S)N1CCN(CCN2C(=O)c3cccc4cccc(c34)C2=O)CC1 | i | 41.3 | 1.0% | i | 0.4 | -0.1% | -12.8% | -37.8%[20 µM] | -7.7% | 20.5% | 1.8 | 64
COCCN(C(=O)c1ccco1)c1nnc(-c2ccc(OC)cc2)s1 | i | 18.6 | 6.5% | i | 0.2 | -0.1% | -16.6% | -17.6% | 0.3% | -17.8% | -2.4 | 70
O=c1oc2ccc(Cl)cc2cc1-c1nnc(Nc2cccc(C(F)(F)F)c2)s1 | i | 20.0 | 0.0% | i | 1.9 | -0.3% | -27.2% | -2.1% | 15.6% | 9.0% | 1.1 | 73
Cc1ccc(NC(=S)N2CCCC(c3nc4ccc(C)cc4[nH]3)C2)c(C)c1 (stereo unspecified) | i | 7.8 | 11.7% | i | 1.9 | 0.0% | 14.8% | -9.4% | 9.5% | 1.1% | 2.6 | 61
NC(=NCCc1ccccc1)NS(=O)(=O)c1ccccc1 | i | 41.2 | 4.5% | i | 0.2 | -0.4% | -21.8% | 33.0% | 12.7% | 10.5% | -0.7 | 28
Fc1ccc(CSc2ccc(-c3cccs3)nn2)cc1 | i | 43.4 | 3.3% | i | 0.5 | -0.1% | -30.2% | -23.6% | -8.4% | -78.8% | 1.8 | 71
CC(C)(C)N1C(=O)c2ccccc2NC(=O)N1Cc1ccccc1 | i | 50.2 | -4.2% | i | 0.7 | -0.1% | 18.0% | 4.7% | -4.3% | 13.6% | -4.0 | 88
O=C(O)CCC(=O)Nc1cccc(-c2csc(-c3ccccc3)n2)c1 | i | 37.3 | -0.4% | i | 0.5 | 0.1% | nt | 16.2% | 2.1% | nt | -1.2 | 43
COc1cccc(OC)c1C(=O)NC(=S)N1CCCCC1c1cccnc1 (stereo unspecified) | i | 6.2 | 1.2% | i | 1.8 | 0.5% | -1.3% | -41.2%[20 µM] | 9.8% | -2.1% | 3.2 | 87
COCc1nc2ccccc2n1Cc1ccccc1Br | i | 21.1 | -6.6% | i | 0.6 | 0.2% | 4.6% | 6.3% | 16.4% | 8.2% | 0.2 | 84
Cc1c(NC(=S)NC(=O)CC(C)C)c(=O)n(-c2ccccc2)n1C | i | 17.0 | 2.9% | i | 0.3 | 0.0% | -31.4% | 7.6% | 8.6% | 2.2% | -0.3 | 35
COc1ccc(CNC(=O)CN2C(=O)C3C4C=CC(C4)C3C2=O)cc1 (stereo unspecified) | i | 54.9 | -0.8% | i | 0.0 | 0.2% | -14.6% | 2.3% | 11.6% | 2.0% | 5.6 | 74
Cc1ccc(S(=O)(=O)Cn2nnnc2C(c2ccc(F)cc2)N2CCCCC2)cc1 (stereo unspecified) | i | 10.0 | 16.4% | i | 0.7 | -0.2% | -8.8% | 14.9% | 7.2% | 3.4% | 0.1 | 53
O=C(CCc1ccccc1)NNC(=O)CCc1ccccc1 | i | 25.4 | -0.8% | i | 0.4 | -0.3% | 16.7% | -5.5% | 7.5% | 10.3% | -0.1 | 47
Cc1[nH]c2ccc(-c3n[nH]c(=S)n3C)cc2c1C | i | 54.3 | 5.9% | i | 2.0 | -0.2% | -28.6% | 4.5% | 11.1% | -15.4% | -0.2 | 41
COc1cccc(OC)c1OCCCCN1CCCC1 | i | 28.2 | -0.7% | i | 0.8 | -2.3% | 10.7% | 21.2% | 13.6% | 13.8% | -0.8 | 40
CC(O)Cc1nsc(NC(=O)c2ccc(Br)o2)n1 (stereo unspecified) | i | 32.4 | -2.3% | i | 2.1 | 0.8% | -6.1% | 24.1% | 2.9% | 2.9% | 1.5 | 90
CCN(CC)S(=O)(=O)c1cc(NC(=O)CCNC(=O)c2ccccc2Cl)ccc1C | i | 35.8 | 1.9% | i | 0.2 | -0.3% | -24.3% | 19.3% | -0.2% | 13.5% | 2.1 | 45
Cc1ccc(NC(=O)C2C3C=CC(O3)C2C(=O)O)cc1C (stereo unspecified) | i | 13.6 | -6.9% | i | 0.3 | 0.0% | -2.6% | 3.2%[20 µM] | -8.0% | -15.8% | 0.1 | 54
C/C=C/c1ccc(OC)c(OC(C)=O)c1 | i | 44.3 | -3.7% | i | 1.0 | -0.2% | -8.1% | 16.0% | 2.6% | 2.7% | 0.4 | 93
COc1ccc(CCCc2nnc(SCC(=O)NN)o2)cc1 | i | 21.4 | 0.0% | i | 1.1 | 0.1% | -19.2% | -4.6% | -0.3% | -3.2% | -0.6 | 41
O=C(CN1C(=O)C2CC=CCC2C1=O)Nc1nc2ccccc2s1 (stereo unspecified) | i | 37.8 | -5.8% | i | 0.3 | 0.2% | -16.8% | -18.8% | -27.0% | -3.0% | -0.2 | 41
CCc1[nH]c(=O)c(C#N)c2c1CSC(C)(C)C2 | i | 54.8 | 4.7% | i | 1.3 | -0.2% | -7.4% | 30.6% | 0.5% | 8.9% | -0.4 | 63
COc1ccccc1NC(=O)CC1S/C(=N/N=C2\CCCc3ccccc32)NC1=O (stereo unspecified) | i | 35.4 | 2.7% | i | 0.1 | -0.3% | -37.0% | -51.7% | -11.6% | -0.3% | 0.7 | 53
Cc1nc(Nc2ccc(Cl)cc2Cl)sc1C(=O)Nc1ccccc1 | i | 51.5 | 1.2% | i | 0.0 | 0.1% | -29.9% | 8.0% | 4.7% | 5.6% | 4.3 | 106
CCn1c(=O)cc(OCC(=O)NCc2cccs2)c2ccccc21 | i | 56.3 | -3.7% | i | 0.5 | -0.3% | -18.7% | -19.7% | 20.6% | -2.8% | 1.7 | 94
O=C(CN1C(=O)c2ccccc2S1(=O)=O)Nc1ccc(S(=O)(=O)N2CCCC2)cc1 | i | 10.7 | -0.1% | i | 1.7 | 0.2% | -24.7% | 25.9% | -2.7% | 3.3% | 0.0 | 49
O=C(Cn1cnc2c(nnn2Cc2ccc(Cl)cc2)c1=O)c1ccccc1 | i | 27.3 | 3.0% | i | 3.2 | 0.3% | -8.2% | -4.5% | 3.6% | -34.1% | 5.4 | 64
NS(=O)(=O)c1ccc(NC(=S)NC2CCCC2)cc1 | i | 16.4 | -1.9% | i | 0.6 | -0.2% | -8.9% | 11.4% | 1.5% | 18.5% | 1.0 | 34
COc1ccc(CCNC(=O)c2cc3sccc3n2C)cc1OC | i | 24.6 | 2.0% | i | 1.0 | -0.1% | 5.4% | -5.0% | -0.3% | -8.5% | -2.0 | 46
CCOc1ccc2nc(SC(CC)C(=O)Nc3cc(C)on3)sc2c1 (stereo unspecified) | i | 14.6 | 9.4% | i | 0.9 | -0.1% | 24.1% | 17.3% | -6.7% | 22.3% | 3.8 | 55
O=C(NNC(=O)c1ccccc1Cl)c1cccnc1 | i | 49.0 | 3.1% | i | 1.5 | -0.1% | -26.0% | -12.2% | -15.6% | -10.2% | -1.3 | 46
COC(=O)C(O)(CC(=O)c1ccc(OC)cc1)C(F)(F)F (stereo unspecified) | i | 37.5 | -3.0% | i | 1.3 | -0.1% | -5.1% | 0.0% | -9.4% | -0.6% | 2.4 | 75
Cc1cccc2cc(CN(CC3CCCO3)C(=O)c3cnccn3)c(=O)[nH]c12 (stereo unspecified) | nt | nt | 16.5% | i | 0.4 | -0.1% | -18.2% | 14.6% | 1.4% | 1.0% | nt | nt
CC(C)(C)c1ccc(OCc2ccc(C(=O)NCc3cccnc3)o2)cc1 | i | 40.0 | 3.7% | i | 0.4 | 0.2% | 3.1% | 9.9% | -8.1% | -68.3% | -0.4 | 87
COc1ccc(C2SCC(=O)N2c2ccccc2)cc1 (stereo unspecified) | i | 27.8 | 7.1% | i | 0.3 | -0.2% | -7.8% | 15.8% | 1.2% | 9.5% | -1.9 | 99
CCN(CC)CCSc1nnc2c3ccccc3n(CCc3ccccc3)c2n1 | i | 34.2 | 0.6% | i | 1.2 | 0.6% | -5.2% | 2.9% | 17.7% | 18.9% | 3.8 | 78
O=C(Cn1nc2n(c1=O)-c1ccccc1SC2)N/N=C/c1cccnc1 | i | 10.2 | 4.7% | i | 0.1 | -0.2% | -9.0% | -1.8% | -2.9% | 11.2% | -0.9 | 60
CN(C)c1cccc2cccc(N(C)C)c12 | i | 26.2 | 3.1% | i | 0.5 | 0.3% | -11.1% | -4.0% | 3.1% | 10.1% | 0.3 | 43
O=C(c1ccc([N+](=O)[O-])cc1)N1CCN(Cc2ccccc2[N+](=O)[O-])CC1 | i | 59.2 | 7.0% | i | 0.3 | 0.2% | -29.8% | -11.6%[20 µM] | -10.3% | -24.1% | -1.6 | 72

Only part of the results is shown; rates above refer to the full screens.
